RXFP1 antagonist: blocks the human relaxin receptor RXFP1; Q9HBX9; HEK293-RXFP1, relaxin-stimulated cAMP HTRF, 30 min; hits give low values; activity change, negative = inhibition, % at 57.5 µM; 350,000 tested, 0.59% active;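 active = activity change of -60% or lower, but not beyond a set lower limit; inconclusive = change between -60% and -40%, or beyond the set limit; inactive = change above -40%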; note: % is set by controls: 0 for no effect and ±100 for the full control effect
D1 ag: agonists of human D1 dopamine receptor; P21728; HEK293 T-REx D1 cells, calcium flux, agonist mode; activation, % at 2 µM; 360,000 tested, 1% active; AID 504660; in the data active = activation above about 30%; note: 0% is about no effect
Target sequence (P21728 whole entry, looked up): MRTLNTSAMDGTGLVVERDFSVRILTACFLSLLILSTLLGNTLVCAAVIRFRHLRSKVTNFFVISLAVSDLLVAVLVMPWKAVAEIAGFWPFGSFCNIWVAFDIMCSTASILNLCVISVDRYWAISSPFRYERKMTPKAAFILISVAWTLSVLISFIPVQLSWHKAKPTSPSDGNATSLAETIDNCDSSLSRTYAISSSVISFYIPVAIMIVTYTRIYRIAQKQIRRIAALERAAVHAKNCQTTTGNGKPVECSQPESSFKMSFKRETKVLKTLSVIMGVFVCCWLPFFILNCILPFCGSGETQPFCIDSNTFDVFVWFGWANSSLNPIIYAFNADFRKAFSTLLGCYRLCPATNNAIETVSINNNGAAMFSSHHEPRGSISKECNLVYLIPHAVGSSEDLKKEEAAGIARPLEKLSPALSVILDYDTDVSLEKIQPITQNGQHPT
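Tetracycline-induced HEK293 TREx D1 cells, force-coupled to calcium signalling, were dye-loaded with a no-wash calcium kit. Compound was pin-added after a 10 s baseline. Fluorescence was read kinetically at 1 cycle/s for 180 s, with calcium rises flagged as agonism.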
Anesthetic bind: candidate novel general anesthetic via apoferritin binding. P02791. apoferritin/1-aminoanthracene competitive binding, fluorescence. Potency, µM (series often up to 77.5 µM), without a hit: at the top dose activity change, negative = displacement, hits mostly inhibitors. 350,000 tested, 0.074% active; note: potency is the fitted concentration of half-maximal effect; % is set by controls: 0 for no effect and ±100 for the full control effect; nearly all actives have a fitted effect of over 20% in size
Target sequence (P02791 2-175 limits assumed): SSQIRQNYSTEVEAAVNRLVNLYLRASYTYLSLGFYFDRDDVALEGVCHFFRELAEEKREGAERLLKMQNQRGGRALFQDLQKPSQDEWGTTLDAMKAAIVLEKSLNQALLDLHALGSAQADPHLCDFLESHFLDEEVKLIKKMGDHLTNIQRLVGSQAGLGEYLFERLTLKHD
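Probe: 1-aminoanthracene (50% saturated, PBS). Protein: horse-spleen apoferritin, 10 uM. Incubation: 10 min, room temperature. Detection: 380 nm excitation, 535 nm emission. Analysis: normalized response, four-parameter Hill.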
D1 PAM: enhances dopamine response at the human D1 receptor; 360,000 tested, 0.036% active; P21728; HEK293 TREx D1 cells, calcium flux, dopamine EC20 potentiation; potentiation, % at 10 µM; in the data active = potentiation above about 30%; note: 0% is about no effect
RXFP1 agonist: activates the human relaxin receptor RXFP1; 370,000 tested, 0.3% active; Potency, µM (highest dose often 57.5 µM), inactives show at the highest dose activation, hits mostly activators; Q9HBX9; HEK293T-RXFP1 cAMP TR-FRET, 30 min; response scale: percent of porcine relaxin response, buffer zero; note: potency is the fitted concentration of half-maximal effect; % is set by controls: 0 for no effect and ±100 for the full control effect; nearly all actives have a fitted effect of over 60% in size; many of its hits are not listed in these tables
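cAMP rise read by TR-FRET after 30 min, 37C compound exposure (up to 58 uM) in RXFP1-transfected HEK293 cells with Ro 20174 present. EC50 from Hill-equation fits, with 29 nM porcine relaxin as 100% and buffer as basal.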
TRHR PAM: TRH receptor (human) allosteric enhancement; P34981; TRHR cells, fluo-8 calcium fluorescence, EC20 TRH enhancement; enhancement, % at 2 µM; 360,000 tested, 0.66% active; AID 493056; in the data active = enhancement above about 30%; note: 0% is about no effect
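TRHR-expressing cells loaded with fluo-8 calcium dye were read kinetically (ex 480/em 530) during compound addition, then stimulated with an EC20 of TRH (10 nM final). Enhancement of the Gq-mediated intracellular calcium response was scored.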
D2 potentiator: positively modulates the human D2 dopamine receptor allosterically; P14416; HEK293 T-REx D2, calcium flux, EC20 dopamine potentiation; potentiation, % at 10 µM; 340,000 tested, 0.34% active; AID 485347;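 active = potentiation over 3 SD above the plate norm, cut at about 30% in these data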; note: 0% is about no effect
Target sequence (P14416 whole entry, looked up): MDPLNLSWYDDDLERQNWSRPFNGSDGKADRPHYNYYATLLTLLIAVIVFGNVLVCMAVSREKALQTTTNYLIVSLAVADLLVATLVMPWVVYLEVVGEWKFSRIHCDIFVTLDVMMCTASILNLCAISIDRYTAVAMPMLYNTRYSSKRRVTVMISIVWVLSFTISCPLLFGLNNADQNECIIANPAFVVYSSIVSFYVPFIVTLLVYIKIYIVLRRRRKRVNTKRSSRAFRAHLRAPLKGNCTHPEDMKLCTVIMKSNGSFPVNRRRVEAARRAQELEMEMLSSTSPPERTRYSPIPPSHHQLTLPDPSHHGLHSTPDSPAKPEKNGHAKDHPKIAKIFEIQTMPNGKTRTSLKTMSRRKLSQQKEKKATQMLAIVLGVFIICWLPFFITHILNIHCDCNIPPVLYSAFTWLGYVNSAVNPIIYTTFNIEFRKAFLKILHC
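Primary screen. Calcium kinetics in induced HEK293 T-REx D2 cells: compound pre-addition 180 s, EC20 dopamine, 180 s more.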
TRHR agonist: activates the human TRH receptor | P34981 | TRHR cells, calcium flux fluo-8, FDSS agonist mode | activation, % at 2 µM | 360,000 tested, 0.18% active; in the data active = activation above about 30%; note: 0% is about no effect
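Steps: seed TRHR cells overnight; add fluo-8 no-wash Ca dye, RT 30 min–1.5 h; record 10 s baseline; pin-transfer compounds; monitor fluorescence 1 cycle/s for the agonist window. Calcium increases flag candidate agonists.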
D1 antagonist: antagonists of human D1 dopamine receptor | AID 504652 | activity change, negative = inhibition, % at 10 µM | HEK293 TREx D1 cells, calcium flux, dopamine EC80; hits give low values | 360,000 tested, 3.2% active | P21728; in the data active = activity change below about -30%; note: % is set by controls: 0 for no effect and ±100 for the full control effect
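After overnight tetracycline induction at 30 C, force-coupled D1 HEK293 cells took up a no-wash calcium dye at room temperature. Compounds were added and monitored 180 s, and the response to EC80 dopamine was then recorded.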
* = called active by the depositor; u = inconclusive; x = not tested or not shown; & = joins results of further samples; [ ] = dose if it differs, or a comment. Unless noted, calls come from the whole dose curve; as a rule, active = well fitted curve in the direction sought with a large enough effect; inconclusive = small, poorly fitted or top-dose-only effect, or another doubt; inactive = no such curve, though single readings can be large; an effect the other way counts as inactive or inconclusive.

SMILES	RXFP1 antagonist	D1 ag	Anesthetic bind	D1 PAM	RXFP1 agonist	TRHR PAM	D2 potentiator	TRHR agonist	D1 antagonist
CCOC(=O)c1cccc(NC(=O)Nc2ccc(OCC)cc2)c1	-8	15	-10%	4	0.9%	3	-4	1.6	-10
CCCCC/C=C/C1=CC(=O)C[C@H](c2ccc3c(c2)OCO3)C1	x	2	x	2	0.2%	-10	-4	0.1	x
CC(C)OC(=O)c1ccc(NC(=O)C2C3CC4OC(=O)C2C4C3)cc1 (centres undefined)	8	1	-11%	-3	1.0%	-2	5	0.0	9
COc1cc(/C=C2/SC(=Nc3ccc(O)cc3)NC2=O)ccc1O	4	11	-16%	-9	0.5%	4	1	10	-4
CSc1ccc(Cl)c(C(=O)OCC(=O)N2CCOCC2)c1	-14	2	10%	0	3.9%	0	-1	0.3	2
CC1(C)CC(CCNC(=O)c2ccco2)CC(C)(C)N1	0	-1	7%	9	0.0%	-1	11	1.1	27
O=S(=O)(c1cccc(S(=O)(=O)N2CCC(n3nnc4ccccc43)CC2)c1)N1CCCCC1	-13	1	-8%	-1	0.9%	-16	7	0.4	-1
CCOc1ccccc1NC(=O)Cn1nnc2sc3c(c2c1=O)CCC(C(C)(C)C)C3 (centres undefined)	1	4	u	-1	0.9%	15	2	1.0	12
CCC(C)N(C)C(=O)c1cc2ccccc2c(-c2ccccc2Cl)n1 (centres undefined)	x	1	-14%	-1	2.0%	-11	2	-0.8	32
COc1cccc(Cn2cccc(NC(=O)NC3CCCCC3)c2=O)c1	-3	1	u	-8	1.9%	18	31*	-1.2	-31*
Cc1nc2c(-c3ccc(F)cc3)c(C)nn2c(C)c1CCC(=O)NC(C)CCc1ccco1 (centres undefined)	x	1	6%	-7	-0.6%	4	-1	-1.0	1
CC1CN(C(=O)CSc2nnc(CNC(=O)c3ccc(S(=O)(=O)N(C)C)cc3)o2)CC(C)O1 (centres undefined)	-5	3	-3%	4	-1.1%	6	-7	0.5	0
COc1ccccc1NC(=O)/C=C1\NC(=O)CS1	-12	2	-3%	-3	2.0%	3	-2	1.1	5
COc1cccc(C2C3=C(CC(C)(C)CC3=O)Nc3cc(OC)c(OC)cc32)c1 (centres undefined)	1	-3	181%[activator]	-3	17%	1	4	-2.4	12
Cc1cnc(CNC(=O)c2ccc3oc(C(C)C)nc3c2)[nH]1	2	3	-6%	-3	-3.4%	0	-9	0.1	4
Oc1ccc(N=Nc2cccc(C(F)(F)F)c2)cc1C=Nc1ccc(N2CCOCC2)cc1	-35	1	-16%	1	0.6%	-4	-7	0.6	-8
Cc1ccc(S(=O)(=O)N2CCCOC2CNC(=O)C(=O)NCCN2CCOCC2)cc1 (centres undefined)	-6	0	0%	1	-0.9%	9	11	0.2	7
COc1ccc(-c2nc3ccccc3s2)cc1NC(=O)COc1ccc(C)cc1	x	0	-8%	-4	3.0%	4	x	1.4	-3
O=C1CCCCN1CC(=O)N1CCCC(N2CCN(c3ccccc3F)CC2)C1 (centres undefined)	-7	2	-5%	-6	2.3%	-4	-13	0.3	16
CCCCN(CC)C(=O)Cn1ncc2c1-c1cc(C)ccc1OC2	-1	-2	-8%	x	-0.3%	-3	0	-0.1	28

Pulled by structure from the entries so far, two records:
SMILES	RXFP1 antagonist	D1 ag	Anesthetic bind	D1 PAM	RXFP1 agonist	TRHR PAM	D2 potentiator	TRHR agonist	D1 antagonist
COc1ccccc1NC(=O)/C=C1\NC(=O)CS1	-12	2	-3%	-3	2.0%	3	-2	1.1	5
COc1cccc(C2C3=C(CC(C)(C)CC3=O)Nc3cc(OC)c(OC)cc32)c1 (centres undefined)	1	-3	181%[activator]	-3	17%	1	4	-2.4	12

(continued)
SMILES	RXFP1 antagonist	D1 ag	Anesthetic bind	D1 PAM	RXFP1 agonist	TRHR PAM	D2 potentiator	TRHR agonist	D1 antagonist
Cc1cc(O)c(C(c2ccc(F)cc2)N2CCN(c3ccccc3)CC2)c(=O)n1Cc1ccco1 (centres undefined)	u	1	-11%	-1	1.2%	1	5	0.3	1
O=C(CSc1nnc(-c2ccc(Cl)cc2)o1)N1CCOCC1	10	10	8%	-5	0.0%	-14	5	-0.9	-9
Cc1ccc(NC(=O)Cn2c(=O)n(Cc3ccccc3)c(=O)c3c2c2cc(C)ccc2n3C)cc1	-3	2	2%	-3	1.0%	15	12	0.4	9
Cn1c(=O)[nH]c(=O)c2c1nc(SCC(O)CO)n2Cc1ccccc1Cl (centres undefined)	6	1	-7%	-3	1.6%	5	3	0.1	-64*
Cc1noc(C)c1COc1cccc(C(=O)OC(C)C(=O)Nc2ccc3c(c2)OCO3)c1 (centres undefined)	15	3	-9%	-3	2.8%	-5	x	-0.2	x
CC1=C(c2ccc(C)c(C)c2)S(=O)(=O)N(Cc2ccc(C(=O)NC(C)c3ccccc3)cc2)C1=O (centres undefined)	2	4	-11%	-5	0.6%	10	-2	0.2	-6
C/C(=N\NC(=O)Cc1csc(N2CCOCC2)n1)c1ccc(Cl)c(Cl)c1	-8	10	-17%	-4	1.0%	12	-2	-0.7	11
N#Cc1ccccc1Cn1c(=O)n(CCCC(=O)NCc2ccc3c(c2)OCO3)c(=O)c2ccccc21	1	2	2%	-2	-1.4%	-4	2	0.9	-9
COc1cc(-c2nc(-c3ccc4c(c3)-c3ccccc3S4(=O)=O)c(-c3ccccc3)[nH]2)cc(OC)c1OC	-15	2	89%[activator]	5	4.3%	0	-3	0.9	-19
COc1ccc(-c2cccc(C(=O)Nc3ccccc3C)c2)cc1	3	1	8%	1	-0.2%	-4	15	-0.9	-13
Cc1cccc(NC(=O)CN(CC2CCCO2)C(=O)c2cc3ccccc3o2)c1C (centres undefined)	3	1	x	-1	1.1%	-4	16	-1.4	2
O=C(CSc1ccc(-c2ccc(Cl)cc2)nn1)NC1CCCC1	-8	28	-4%	-8	9.7%	-6	-19	-0.5	-26
O=C(N=NC(=O)c1ccco1)c1ccc2c(O)n(N3C(=O)c4ccccc4C3=O)c(O)c2c1	-12	0	-1%	-6	0.6%	1	-6	-0.1	-1
O=C(O)c1cc(=O)c2cccc(O)c2[nH]1	x	1	7%	-1	x	2	x	0.8	11
CCNCC(O)COCC(O)CNCC (centres undefined)	-6	3	-14%	-5	-0.3%	13	x	-4.6	-17
COc1ccc(C)cc1-n1nnnc1SCC(=O)c1ccc2c(c1)OCCO2	-8	11	u	-5	-1.1%	5	-9	3.4	-2
CCCCN(C(=O)c1cc2c(s1)CCCCC2)c1c(N)n(CC(C)C)c(=O)[nH]c1=O	3	3	x	0	1.5%	-3	-6	0.7	-7
O=C(O)/C=C/C(=O)Nc1cccc2cccnc12	1	3&5	-1%	8&2	4.4%	-2&-6	-8	-0.4&0.6	-3&-13
CC1CCN(S(=O)(=O)c2ccc3c(ccn3CC(=O)NCc3ccc(N(C)C)cc3)c2)CC1	-6	1	33%[activator]	4	-1.5%	-5	2	0.1	-9
Cc1ccc(NC(=O)COc2ccccc2)cc1S(=O)(=O)N1CCCCCC1	-1	10	x	0	0.1%	-16	2	0.7	-2
COc1ccc(-c2nc(-c3ccc(NC(=O)c4ccc(Br)o4)cc3)no2)cc1OC	-17	5	-10%	-6	-0.4%	-8	-4	0.4	5
CCCn1c(NC(=O)c2ccco2)nc2ccccc21	-6	-1	-6%	2	-0.5%	0	0	-0.7	-5
C/C(=N\NC(=O)c1ccn(C)n1)c1ccc(NC(=O)c2cccc(F)c2)cc1	3	4	-11%	2	-0.9%	2	-3	0.2	23
C=CCN(c1ccc(C(=O)NCCN2CCOCC2)cc1)S(C)(=O)=O	-4	3	0%	-5	1.1%	-3	7	-0.3	-25
Cc1nc(SCC(=O)NCc2ccco2)nc(C)c1C	2	12	-6%	-12	3.2%	9	-6	0.0	4
CCOc1ccc(Cl)cc1CNCCCSc1nc(C)cc(C)n1	0	21	9%	-7	-0.2%	-7	-30	-1.8	-38*
O=C(NC1CCCCC1)C(c1ccc(F)cc1)N(C(=O)c1csnn1)C1CC1 (centres undefined)	1	0	-7%	-2	2.7%	1	-9	-0.1	-1
O=[N+]([O-])c1ccccc1Nc1c2ccccc2nc2ccccc12	2	2	u	-3	2.7%	18	6	-0.4	9
O=C(c1ccoc1)N1CCCC(Nc2ccc(F)c(F)c2)C1 (centres undefined)	-3	2	u	-3	1.1%	10	-11	-0.1	-16
CN(C(=S)NC(=O)c1ccc(F)cc1)C1CCCCC1	10	1	-11%	14	-2.1%	-5	9	-1.3	14
O=C(c1cnn(-c2ccc(F)cc2)c1-n1cccc1)N1CCN(c2ccc(Cl)cc2)CC1	x	-2	-13%	-2	1.0%	2	4	-0.6	-20
CCCC1=C(C(=O)OCC)C(c2ccc(OC)c(C)c2OC)C(C#N)=C(N)O1 (centres undefined)	8	56*	-5%	12	-0.3%	-3	22	8.2	4
COc1ccc(S(=O)(=O)N2CCCCC2)cc1NC(=O)CCCNC(=O)c1ccc(Cl)cc1	-2	1	x	3	0.6%	-7	-10	-0.5	-8
COc1cc(/C=C/C(=O)O)cc(S(=O)(=O)NCC2CCCO2)c1OC (centres undefined)	-8	3	-2%	3	2.1%	1	-1	0.1	3
COc1ccc(-n2c(C)nnc2SCC(=O)NC2CC2)cc1	10	0	9%	-3	-0.9%	8	6	0.3	13
O=C(CCC(=O)N1CCOc2ccccc21)NCCCN1CCN(Cc2ccccc2)CC1	1	4	-9%	-15	4.5%	6	-13	-0.5	-38*
C=CCc1ccc(OC(=O)NC2CCCCC2)c(OC)c1	-5	1	1%	-8	0.0%	6	6	-0.4	0
CC(=O)Nc1nc2c(s1)C(=O)NCC(C)(C)C2	1	3	20%	2	-3.5%	-3	0	-0.1	-6
O=C(O)c1ccc(S(=O)(=O)N2CCC(c3nc(-c4ccccc4Cl)no3)CC2)cc1	-3	0	-7%	-4	0.0%	-4	2	0.3	5
Nc1ccc(SC(F)(F)F)cc1	2	3	u	1	4.7%	4	-1	0.5	-6

4 of the compounds above, as comma-separated lines:
Structure,RXFP1 antagonist,D1 ag,Anesthetic bind,D1 PAM,RXFP1 agonist,TRHR PAM,D2 potentiator,TRHR agonist,D1 antagonist
O=C(CCC(=O)N1CCOc2ccccc21)NCCCN1CCN(Cc2ccccc2)CC1,1,4,-9%,-15,4.5%,6,-13,-0.5,-38*
C=CCc1ccc(OC(=O)NC2CCCCC2)c(OC)c1,-5,1,1%,-8,0.0%,6,6,-0.4,0
CC(=O)Nc1nc2c(s1)C(=O)NCC(C)(C)C2,1,3,20%,2,-3.5%,-3,0,-0.1,-6
O=C(O)c1ccc(S(=O)(=O)N2CCC(c3nc(-c4ccccc4Cl)no3)CC2)cc1,-3,0,-7%,-4,0.0%,-4,2,0.3,5

Screens deposited in PubChem by National Center for Advancing Translational Sciences (NCATS).

A portion of the library; count on the stated rates, not on these rows.
